Bioassay records (PubChem BioAssay)
HttQ103 aggreg: qHTS Multiplex Assay to Identify Dual Action Probes in a Cell Model of Huntington: Aggregate Formation (GFP); PC12 HttQ103-GFP aggregates, Acumen cytometry, 40 h; Potency, µM (titrated, usually from 46.1 µM), for the others: at the highest dose activity change, negative = inhibition, usual class: inhibitors; 1.1% of 220,000 active; AID 1688, 2009; note: potency is the fitted concentration of half-maximal effect; % is set by controls: 0 for no effect and ±100 for the full control effect; nearly all actives have a fitted effect of over 60% in size
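Quantitative HTS on tebufenozide-induced (100 nM) PC12 cells stably expressing polyQ103 Huntingtin exon 1–GFP. Reduction of bright GFP aggregates, detected by laser scanning cytometry after lysis, identified actives across the titration.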
CBFb RUNX1 block: qHTS Assay for Compounds Blocking the Interaction Between CBF-beta and RUNX1 for the Treatment of Acute Myeloid Leukemia. Potency, µM (titrated, usually from 59.8 µM), for the others: at the top dose activity, negative = inhibition, hits mostly inhibitors. 230,000 tested, under 10 active. AlphaScreen CBFb-His/RUNX1-biotin binding, biochemical. AID 1477, 2009; note: % of control where 0% means no effect
Target sequence (Q01196 whole entry, looked up): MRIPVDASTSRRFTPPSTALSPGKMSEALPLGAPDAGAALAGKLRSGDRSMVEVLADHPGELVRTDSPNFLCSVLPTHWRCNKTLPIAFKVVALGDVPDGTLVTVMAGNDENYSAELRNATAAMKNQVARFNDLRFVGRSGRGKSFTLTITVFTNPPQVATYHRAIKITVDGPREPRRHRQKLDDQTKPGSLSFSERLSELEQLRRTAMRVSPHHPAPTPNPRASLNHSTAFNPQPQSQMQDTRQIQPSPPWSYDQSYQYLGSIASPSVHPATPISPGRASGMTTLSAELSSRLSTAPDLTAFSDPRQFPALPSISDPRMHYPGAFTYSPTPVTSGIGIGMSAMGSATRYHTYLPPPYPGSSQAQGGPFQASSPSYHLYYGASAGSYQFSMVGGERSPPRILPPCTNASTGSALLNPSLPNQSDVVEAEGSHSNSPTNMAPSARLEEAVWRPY
Target sequence (Q13951 whole entry, looked up): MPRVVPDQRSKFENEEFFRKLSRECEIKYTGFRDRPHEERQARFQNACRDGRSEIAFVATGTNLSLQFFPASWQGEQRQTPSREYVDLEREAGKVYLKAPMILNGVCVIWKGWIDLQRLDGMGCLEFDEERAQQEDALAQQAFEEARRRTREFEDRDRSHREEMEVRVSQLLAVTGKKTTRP
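Read-out: AlphaScreen. Format: His-CBF-beta with biotinylated RUNX1 (30 nM each) preincubated 20 min, compound 15 min, Ni-chelate plus streptavidin beads 90 min; room temperature throughout.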
IMPase Li inh: qHTS Assay for Identifying the Cell-Membrane Permeable IMPase Inhibitors: Potentiation with Lithium | 0.35% of 210,000 active | Potency, µM (series often up to 59.4 µM), for the others: at the top dose activity, negative = IMPase inhibition, hits mostly inhibitors | CHO-M1 cells, IP1 TR-FRET (IP-One), carbachol + lithium;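 note: IP1 builds up when IMPase is blocked and the TR-FRET signal falls; potency is the fitted concentration of half-maximal effect; plate controls were basal vehicle for no effect and high inhibitor control for full effect; nearly all actives have a fitted effect of over 50% in size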
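Steps: plate 2000 CHO-M1 cells per well and culture 16–30 h; add compound and lithium; incubate 30 min, 37C; add d2-IP1 tracer and Eu cryptate anti-IP1 antibody in lysis buffer; read after 10 min at room temperature.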
Lamin A splicing: qHTS Assay for Modulators of Lamin A Splicing; HeLa LMNA splicing GFP/RFP minigene ratio, 48 h; Potency, µM (doses to about 46.1 µM), inactives show at the top dose ratio change, negative = inhibition, usual class: inhibitors; AID 1487, 2009; 0.01% of 200,000 active; active = well fitted inhibition curve with a large enough effect in the signal ratio, with a control signal flat, not every such curve was filed as active; inconclusive = small, poorly fitted or top-dose-only effect, or effect the other way, or a change in a side signal; the % refers to the signal ratio; note: potency is the fitted concentration of half-maximal effect; % is set by controls: 0 for no effect and ±100 for the full control effect
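S3 HeLa cells stably expressing lamin A-EGFP splicing minigene plus DsRed2, 600 cells/well, 48 h compound exposure at 37C. Laser-scanning cytometry; analysed as GFP (500-530 nm)/RFP (575-640 nm) total intensity ratio; 0.5% DMSO vehicle.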
KinaseGlo FLuc: Counterscreen for Luciferase (Kinase-Glo TM) Inhibition | Luciferin 4-monooxygenase (Photuris pensylvanica), Q27757 | Kinase-Glo luciferase, ATP luminescence, 8 min | Potency, µM (highest dose often 38.3 µM), inactives show at the highest dose activity change, negative = inhibition, usual class: inhibitors | 0.28% of 200,000 active | AID 1379, 2008; note: potency is the fitted concentration of half-maximal effect; % is set by controls: 0 for no effect and ±100 for the full control effect; nearly all actives have a fitted effect of over 60% in size
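Substrate mix (final 50 mM imidazole pH 7.2, 50 mM KCl, 7 mM MgCl2, 10 uM ATP, 0.01% Tween 20, 0.05% BSA) plus pin-tool compound, then Kinase-Glo detection mix; 8 min ambient, luminescence read.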
Epigenetic reg: Quantitative High-Throughput Screen for Regulators of Epigenetic Control. murine LDR cells, GFP reporter derepression, 30 h. Potency, µM (titrated, usually from 53.9 µM), for the others: at the highest dose GFP activation, hits mostly activators. 0.2% of 280,000 active; note: potency is the fitted concentration of half-maximal effect; % of control where 0% means no effect; nearly all actives have a fitted effect of over 60% in size
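Murine LDR cells carrying a silenced, genomically integrated CMV-driven GFP reporter were exposed to compound for 30 hours at 37 C. After PBS washes, GFP-positive cells (20–120 um objects) were counted by laser-scanning microplate cytometry.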
NPSR antagonist: qHTS Assay for Antagonists of the Neuropeptide S Receptor: cAMP Signal Transduction; Q6W5P4; CHO-NPSR cells, cAMP TR-FRET, antagonist mode; Potency, µM (doses to about 38.3 µM), for the others: top-dose activity change, negative = inhibition, most hits filed as inhibitors; 1% of 220,000 active; AID 1461, 2008; note: potency is the fitted concentration of half-maximal effect; % is set by controls: 0 for no effect and ±100 for the full control effect; nearly all actives have a fitted effect of over 50% in size; many of its hits are not listed in these tables
Target sequence (Q6W5P4 whole entry, looked up): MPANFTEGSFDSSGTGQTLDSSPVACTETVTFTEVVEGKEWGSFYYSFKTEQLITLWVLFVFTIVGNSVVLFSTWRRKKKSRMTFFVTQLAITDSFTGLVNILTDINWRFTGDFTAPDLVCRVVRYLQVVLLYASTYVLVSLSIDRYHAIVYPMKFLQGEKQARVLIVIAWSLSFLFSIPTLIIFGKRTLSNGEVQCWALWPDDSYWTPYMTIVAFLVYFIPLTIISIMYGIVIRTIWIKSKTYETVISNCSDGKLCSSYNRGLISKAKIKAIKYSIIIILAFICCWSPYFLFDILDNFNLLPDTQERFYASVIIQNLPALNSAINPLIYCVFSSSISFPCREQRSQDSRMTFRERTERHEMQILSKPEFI
Starred values were filed as active, the others as inactive; u = inconclusive; x = not tested or not shown; & = joins results of further samples; [ ] = dose if it differs, or a comment. Unless noted, calls come from the whole dose curve; as a rule, active = well fitted curve in the direction sought with a large enough effect; inconclusive = small, poorly fitted or top-dose-only effect, or another doubt; inactive = no such curve, though single readings can be large; an effect the other way counts as inactive or inconclusive. This is a subset; the hit share may differ from the screen's.

SMILES | HttQ103 aggreg | CBFb RUNX1 block | IMPase Li inh | Lamin A splicing | KinaseGlo FLuc | Epigenetic reg | NPSR antagonist
O=C(COC(=O)C1CC(=O)N(Cc2ccco2)C1)c1ccc(OC(=O)c2ccccc2)cc1 (configuration not stated) | 11% | u | 3% | -4% | -1% | 0.1% | -13%[46.1 µM]
CNS(=O)(=O)c1ccc2nc(NC(=O)c3ccc(N4C(=O)CCC4=O)cc3)sc2c1 | -3% | -16% | -1% | x | -2% | 1.7% | 0%
C=CCn1c(SCC)nc2sc3c(c2c1=O)CCc1ccccc1-3 | 4% | 10% | 3%[38.3 µM] | 14% | 3% | -2.3% | -21%[46.1 µM]
COc1ccc(NC(=O)CSc2nnc(CNC(=O)c3ccco3)o2)c(OC)c1 | -2% | 1% | 5%[38.3 µM] | -2% | 20% | -1.5% | -6%[46.1 µM]
CC1=C(C(=O)OCc2ccccc2)C(c2ccccc2-c2ccccc2)NC(=O)N1CCCCCC(=O)O (configuration not stated) | 21% | 8%[2.36 µM] | 11%&-1% | u | 11%&-6% | 1.7%&0.7% | -42%
CC(C)CC(OC(=O)c1cccs1)C(=O)NCC1CCCO1 (configuration not stated) | 16% | 9% | -4%[38.3 µM] | 0% | 1% | -7.1% | 12%[7.67 µM]
Cc1ccc(C(=O)N2CCN(c3cc4c(cc3[N+](=O)[O-])n(C)c(=O)n4C)CC2)cc1 | -7% | 0% | -2%[38.3 µM] | -3% | -2% | 1.0% | -13%[46.1 µM]
C=CCOc1c(CNc2nccs2)cccc1OCC | 8% | 0% | 10%[38.3 µM] | -6% | 1% | -1.0% | -7%[46.1 µM]
COc1ccc(C(c2nnnn2Cc2ccccc2)N2CCN(C(=O)c3ccco3)CC2)cc1 (configuration not stated) | u | 2% | -2%[38.3 µM] | 2% | 8% | 3.3% | -21%[46.1 µM]
CN(C(=O)COC(=O)c1ccc(Cl)cc1N)C1CCCCC1 | 30% | 12% | 3% | -16%[9.22 µM] | 0% | 0.2% | -29%
COc1ccc(CCNC(=O)C2CCN(S(=O)(=O)c3cccc4nsnc34)CC2)cc1OC | -3% | -1% | 3%[38.3 µM] | 0% | -1% | -0.9% | u
COc1ccc(S(=O)(=O)N2CCOCC2)cc1Cl | 7% | 2% | 21%[38.3 µM] | 13% | 18% | 0.8% | -5%[46.1 µM]
CCOC(=O)CSc1nnc(-c2ccc3ncccc3c2)n1C | -16%[9.22 µM] | 7% | x | x | x | -4.2% | 12%
COc1ccc(/C=c2\sc3nc(-c4ccccc4)c(-c4ccccc4)n3c2=O)cc1OC | -19% | 2% | -11%[38.3 µM] | 7% | -5% | -0.2% | -8%[46.1 µM]
Cc1cc(C)nc(NC(=O)Nc2ccc3c(c2)OCO3)c1 | -11% | -8% | 6% | x | -2% | -1.2% | 26%
Cc1ccc(C(=O)O/N=C(\N)c2nonc2N)cc1 | 7% | 2% | 8% | -11% | 11µM* | -1.0% | 13%
Cc1nc2sc(C(c3ccccc3)N3CCN(C)CC3)c(O)n2n1 (configuration not stated) | 9%[9.22 µM] | 5% | x | x | x | 1.5% | 12%
C[C@H](NC(=O)c1ccco1)C(=O)Nc1ccc(S(=O)(=O)N2CCCC2)cc1 | 1%[9.22 µM] | 1% | 22%[38.3 µM] | 16% | 1% | 1.8% | -9%[46.1 µM]
Clc1cccc(Cl)c1Cn1cc(Br)cn1 | 8% | 2% | 0%[38.3 µM] | 18% | -1% | 0.0% | -10%[46.1 µM]
COc1cc(/C=N/NC(=O)CC#N)cc(Br)c1O | u | -20% | 18% | x | -5% | 3.4% | -4%
COc1ccc(CC(=O)Nc2cccc(-c3cn4ccccc4n3)c2)cc1 | 16% | -21% | 3% | u | -5% | -1.5% | 17%
O=C(N/N=C/c1ccccc1OC(F)F)C1=COCCO1 | 9% | 7% | 14% | u | 1% | 2.9% | 13%
Cc1ccc(S(=O)(=O)N2CCN(S(=O)(=O)N(C)C)CC2)cc1 | u | 6% | -3% | -9% | 7% | 0.9% | -3%[46.1 µM]
COC(=O)[C@H](Cc1ccccc1)NC(=O)O[C@@H]1C(=O)c2ccc(OC)cc2O[C@H]1c1ccc2c(c1)OCO2 | x | -2% | 9% | x | 2% | -1.1% | x
CCN(c1ccc(NC(=O)COC(=O)CCc2nc3ccccc3n2-c2ccccc2)cc1)C(C)C | 14% | u | 13% | 1% | 1% | 2.0% | -21%
SMILES | HttQ103 aggreg | CBFb RUNX1 block | IMPase Li inh | Lamin A splicing | KinaseGlo FLuc | Epigenetic reg | NPSR antagonist
CCOC(=O)CSC1=C(C#N)C(c2ccc(F)cc2)C(C(C)=O)=C(C)N1 (configuration not stated) | u | 25% | 16%[38.3 µM] | 11% | -1% | -1.1% | u
Cc1cc(=O)oc2cc(OC(C)C)ccc12 | 9% | -3% | 0%[38.3 µM] | -2% | -3% | 2.9% | -4%[46.1 µM]
CCCc1ccc2c(N)c(C#N)sc2n1 | -7% | 21% | x | 6% | x | -5.7% | 17%[46.1 µM]
CC(C)(C)c1ccc(OC(=O)c2ccccc2)cc1 | -6%[9.22 µM] | 21% | x | x | x | 1.4% | -24%
CC1=C(C(=O)OCc2ccc3c(c2)OCO3)C(c2ccccc2)NC(=O)N1 (configuration not stated) | 2.8µM* | -2% | -4%[38.3 µM] | u | -6% | 6.9% | -3%[46.1 µM]
NC1=NC(c2cn[nH]c2-c2cccc(F)c2)n2c(nc3ccccc32)N1 (configuration not stated) | -4% | 2% | 1% | x | -2% | 2.1% | 17%
COc1ccc(CN2CC(C(=O)NCCN3CCOCC3)CC2=O)cc1 (configuration not stated) | 5% | 7% | 22%[38.3 µM] | 14% | 1% | 0.0% | 17%[46.1 µM]
COc1cc(O)c(C(CC(=O)N2CCCC2)c2ccc(N(C)C)cc2)c(OC)c1 (configuration not stated) | -4%[9.22 µM] | -8%&1% | x | x | x | 1.1% | 4%
CCC(CC)COC(=O)C(C#N)c1nc2ccccc2nc1N1CCOCC1 (configuration not stated) | -7% | 3% | -6%[38.3 µM] | u | 1% | 2.2% | u
COc1ccc(C(=O)N2CCC(C(=O)Nc3ccccc3OC)CC2)cc1 | -16% | 9% | -8% | -3% | 4% | -0.9% | -10%[46.1 µM]
CC(C)(C)Cc1nc(-c2ccc(Cl)cc2)no1 | -1% | 2% | 36%[38.3 µM] | -4% | -1% | -0.1% | -16%[46.1 µM]
COC(=O)COc1ccc2c(-c3ccc(OC)cc3)cc(=O)oc2c1 | 18% | -7% | 24%[38.3 µM] | -5% | -3% | -1.0% | -30%[46.1 µM]
COc1ccc(NC(=O)CC2C(=O)NCCN2C(=O)c2ccccc2)cc1 (configuration not stated) | 4%[9.22 µM] | 6% | x | x | x | -0.1% | -13%
COc1cccc(N2C(=O)N(c3ccccc3Cl)C3CS(=O)(=O)CC32)c1 (configuration not stated) | 7% | 5% | -2%[38.3 µM] | -13% | 1% | -3.2% | -15%[46.1 µM]
CCOc1ccccc1-c1nc(-c2cccc(Br)c2)no1 | -8% | 9% | 10%[38.3 µM] | -3% | -2% | 9.5% | -14%[46.1 µM]
C[N+](C)(C)CCN1C(=O)CSC1=O | -14%[9.22 µM] | 13% | x | x | x | -1.1% | 17%
CCC(C)c1ccc(NC(=O)c2cccnc2)cc1 (configuration not stated) | -2% | 13% | 25%[38.3 µM] | -10% | -1% | -4.8% | u
COc1ccc(CCNC(=O)c2ccc(Cl)cc2)cc1OC | 7% | -2% | 0% | u | 0% | 7.1% | -5%
CCN(CC)CCN1C(=O)C(=O)/C(=C(/O)c2ccc(C)cc2)C1c1cccnc1 (configuration not stated) | -17%[9.22 µM] | 9% | x | x | x | 0.0% | 14%
Cc1ccc(-c2csc3ncnc(SCC(=O)c4ccc5c(c4)OCCO5)c23)cc1 | -24% | -1% | 9%[38.3 µM] | 15% | -1% | -0.3% | -11%[46.1 µM]
C=CCN=C1SC(C)C(=O)N1S(=O)(=O)c1ccccc1 (configuration not stated) | 12% | 0% | 2%[38.3 µM] | 4% | 0% | -1.0% | 0%[46.1 µM]
Cc1ccc(SCCC(=O)N2CCOCC2)cc1 | -3% | 2% | 22%[38.3 µM] | -2% | -1% | 1.1% | -5%[46.1 µM]
CCC(C)(C)C(=O)Nc1ccc(OC)cc1[N+](=O)[O-] | 19% | -5% | -5%[38.3 µM] | 4%[0.0737 µM] | 0% | -0.9% | 1%[46.1 µM]
Cc1cc(C(=O)N2CCN(Cc3ccc4c(c3)OCO4)CC2)on1 | -7% | 1% | 1% | -1% | 0% | 0.0% | -2%[46.1 µM]
COc1ccc(OCc2nc3c4c(ncn3n2)-c2ccccc2CC42CCCC2)cc1 | 7% | 10% | 2% | 1% | 6% | -2.0% | -14%
Cc1cc(C)c(S(=O)(=O)N(C)CC(=O)NCc2ccccn2)c(C)c1 | -17%[9.22 µM] | -18% | 8% | x | 1% | 3.0% | -3%
CC1(C)CC(N2CCN(C(c3ccccc3)c3ccccc3)CC2)=CC(=[N+]2CCCCC2)C1 | -37%[9.22 µM] | 1% | x | x | x | -1.7% | u
CCN1CCN(Cc2ccc(NC(=O)c3cc(NC(=O)c4ccno4)cc(OC)c3)cc2C(F)(F)F)CC1 | -24%[9.22 µM] | 17% | x | x | x | -1.2% | 12%
CCCCCOC(=O)CSc1nnc(-c2ccccc2)c(=O)[nH]1 | 9% | -1% | -17%[38.3 µM] | 2% | -1% | -1.5% | -13%[46.1 µM]
COc1ccc(S(=O)(=O)Nc2ccc(F)cc2)c(C)c1C | -22% | 4% | 17%[38.3 µM] | 18% | 1% | 7.2% | -12%[46.1 µM]

Filtered by structure, the compounds so far with an NH in an aromatic ring
SMILES | HttQ103 aggreg | CBFb RUNX1 block | IMPase Li inh | Lamin A splicing | KinaseGlo FLuc | Epigenetic reg | NPSR antagonist
NC1=NC(c2cn[nH]c2-c2cccc(F)c2)n2c(nc3ccccc32)N1 (configuration not stated) | -4% | 2% | 1% | x | -2% | 2.1% | 17%
CCCCCOC(=O)CSc1nnc(-c2ccccc2)c(=O)[nH]1 | 9% | -1% | -17%[38.3 µM] | 2% | -1% | -1.5% | -13%[46.1 µM]
